# USP1 inh – USP1/UAF1 (human) deubiquitinase inhibition. O94782. recombinant USP1/UAF1, Ub-Rhodamine cleavage fluorescence. Potency, µM (titrated, usually from 57.1 µM), without a hit: at the top dose activity change, negative = inhibition, hits mostly inhibitors. actives 0.23% (n = 390,000). AID 743255; note: potency is the fitted concentration of half-maximal effect; % is set by controls: 0 for no effect and ±100 for the full control effect; nearly all actives have a fitted effect of over 60% in size; inactives centre near -12
#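 Step one: compound is pinned into 1nM USP1/UAF1 in HEPES pH 7.8 buffer with TCEP. Step two: 15 min room-temperature incubation. Step three: Ub-Rho (150nM final) starts cleavage, tracked by fluorescence over six one-minute reads.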
# TrxR1 inh – inhibitors of rat thioredoxin reductase 1. O89049. recombinant rTrxR1, NADPH fluorescence consumption, selenite substrate. Potency, µM (highest dose often 114 µM), without a hit: at the top dose activity change, negative = inhibition, most hits filed as inhibitors. actives 1% (n = 390,000). AID 588453; note: potency is the fitted concentration of half-maximal effect; % is set by controls: 0 for no effect and ±100 for the full control effect; nearly all actives have a fitted effect of over 65% in size
#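 Rat TrxR1 (90 nM in the dispensed reagent) was pre-reduced with 400 uM NADPH for 5 min at room temperature, then incubated with compound for 15 min. After 400 uM selenite was added, NADPH fluorescence (Ex 340/Em 450 nm) was followed for 8 min.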
# TrxR1 substrate – rat thioredoxin reductase 1 substrate activity; O89049; purified TrxR1 substrate turnover, NADPH consumption readout; Potency, µM (highest dose often 114 µM), for inactives: top-dose activity change, negative = substrate turnover; actives 0.01% (n = 390,000); note: potency is the fitted concentration of half-maximal effect; % is set by controls: 0 for no effect and ±100 for the full control effect; nearly all actives have a fitted effect of over 50% in size
#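 Rat TrxR1, dispensed at 90 nM, was prereduced with 400 uM NADPH (final) for 5 min at ~22 deg C, then incubated with compound 15 min before 400 uM selenite. A first-read NADPH fluorescence drop versus no-compound background flagged substrates.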
# Pin1 inhibitor – human Pin1 inhibition; Pin1 FP peptide displacement, HiFluor488, 10 min; AID 504891; Potency, µM (series often up to 115 µM), without a hit: top-dose activity, negative = inhibition, hits mostly inhibitors; actives 0.009% (n = 390,000); Q13526; active = well fitted inhibition curve with a large enough effect in the polarisation, with a control signal flat, not every such curve was filed as active; inconclusive = small, poorly fitted or top-dose-only effect, or effect the other way, or a change in a side signal; inactive = no such curve, though single readings can be large or run the other way; the % refers to the polarisation; note: potency is the fitted concentration of half-maximal effect; % is set by controls: 0 for no effect and ±100 for the full control effect
# Target sequence (Q13526 whole entry, looked up): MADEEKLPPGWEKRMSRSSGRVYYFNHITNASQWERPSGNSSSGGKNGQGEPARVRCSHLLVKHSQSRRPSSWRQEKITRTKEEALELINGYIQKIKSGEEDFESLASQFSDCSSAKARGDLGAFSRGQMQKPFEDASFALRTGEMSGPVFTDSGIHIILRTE
# IDH1 R132H inh – blocks human mutant IDH1 R132H enzyme; Potency, µM (highest dose often 76.6 µM), without a hit: at the highest dose activity change, negative = inhibition, usual class: inhibitors; IDH1-R132H enzyme, NADPH consumption, diaphorase/resazurin fluorescence; actives 0.093% (n = 390,000); O75874; note: potency is the fitted concentration of half-maximal effect; % is set by controls: 0 for no effect and ±100 for the full control effect; nearly all actives have a fitted effect of over 65% in size
# Target sequence (O75874 whole entry R132H, stated change not applied): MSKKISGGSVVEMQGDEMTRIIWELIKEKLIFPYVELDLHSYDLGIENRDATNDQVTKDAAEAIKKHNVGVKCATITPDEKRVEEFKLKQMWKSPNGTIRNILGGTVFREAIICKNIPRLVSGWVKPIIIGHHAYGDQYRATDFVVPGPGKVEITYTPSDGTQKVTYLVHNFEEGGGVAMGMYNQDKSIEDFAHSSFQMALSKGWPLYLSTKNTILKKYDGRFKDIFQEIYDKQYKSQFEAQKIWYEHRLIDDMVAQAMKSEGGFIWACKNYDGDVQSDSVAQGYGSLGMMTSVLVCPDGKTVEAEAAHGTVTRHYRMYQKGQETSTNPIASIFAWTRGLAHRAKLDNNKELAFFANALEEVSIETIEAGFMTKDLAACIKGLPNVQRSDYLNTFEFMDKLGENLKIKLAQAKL
#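 IDH1-R132H (0.5 ug/mL) preincubated 30 min with compound, then NADPH (0.016 mM) and alpha-KG (2 mM) added; 80 min at RT, pH 7.5. Remaining NADPH coupled via diaphorase/resazurin to fluorescence (540/590 nm); concentration-response curves normalized to no-enzyme control.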
# GLS inhibitor – blocks human kidney-isoform glutaminase activity; O94925; GLS enzymatic activity, qHTS titration; Potency, µM (top dose mostly 45.5 µM), for the others: at the highest dose activity change, negative = inhibition, most hits filed as inhibitors; actives 0.21% (n = 410,000); AID 624170; note: potency is the fitted concentration of half-maximal effect; % is set by controls: 0 for no effect and ±100 for the full control effect
#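 Compounds were pin-transferred onto hKGA, after which L-glutamine (1 mM solution) and a detection mix of glutamate oxidase, HRP and Amplex Red were added. Initial and 30 min RT fluorescence reads were collected.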
# PI4K2A block – PI4K2A (human) kinase inhibition; AID 1346378; actives 0.13% (n = 420,000); activity change, negative = inhibition, % at 76.9 µM; Q9BTU6; purified PI4K2A, ADP-Glo luminescence, 1 h; active compounds read low; in the data active = activity change below about -50%; inconclusive = mostly about -30% to -49%;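 note: -100% = wells without enzyme as full effect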
#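 Compounds are screened against recombinant PI4K2A using PI as substrate and ATP, the latter dispensed at 300 microM. Reactions run one hour at ambient temperature before ADP-Glo detection; full inhibition defined by wells lacking enzyme.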
# PGK inhibitor – blocks T. brucei phosphoglycerate kinase; P07378; PGK/GAPDH coupled, Kinase-Glo luminescence, 60 min; Potency, µM (highest dose often 57.5 µM), without a hit: at the highest dose activity change, negative = inhibition, hits mostly inhibitors; actives 0.043% (n = 380,000); note: potency is the fitted concentration of half-maximal effect; % is set by controls: 0 for no effect and ±100 for the full control effect; nearly all actives have a fitted effect of over 60% in size
#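 Recombinant glycosomal PGK reaction used 1,3-bisphosphoglycerate generated in-well by GAPDH (100nM final) in 100mM TEA pH 7.6, 5mM MgCl2, 0.01% Tween-20. After 60 minutes at room temperature, ATP was read by Kinase-Glo Plus luminescence end-point.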
# HP1b binding inh – inhibitors of HP1-beta chromodomain binding to methylated histone tails | P83916 | AlphaScreen HP1-beta / biotin-H3K9me3 peptide binding | Potency, µM (titrated, usually from 114 µM), for inactives: top-dose activity change, negative = inhibition, actives largely listed as inhibitors | actives 0.56% (n = 390,000); note: potency is the fitted concentration of half-maximal effect; nearly all actives have a fitted effect of over 70% in size; inactives centre near 23
# Target sequence (P83916 whole entry, looked up): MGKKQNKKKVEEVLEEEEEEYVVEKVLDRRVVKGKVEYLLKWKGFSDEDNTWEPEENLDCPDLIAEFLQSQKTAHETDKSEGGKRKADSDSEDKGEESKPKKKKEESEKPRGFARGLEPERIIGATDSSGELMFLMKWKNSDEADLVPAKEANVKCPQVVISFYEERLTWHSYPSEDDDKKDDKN
#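 Compound inhibition of the preformed complex between 50 nM HP1-beta and 50 nM biotinylated H3K9me3 peptide was read by AlphaScreen. Buffer was PBS pH 7.4 with 0.01% Tween-20. Incubations ran 30 min at room temperature, with 10 ug/mL donor/acceptor beads.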
# Active calls of the source: *; i = inactive; ? = inconclusive; / = not tested or not shown; [ ] = remark or other dose. Unless noted, calls come from the whole dose curve; as a rule, active = well fitted curve in the direction sought with a large enough effect; inconclusive = small, poorly fitted or top-dose-only effect, or another doubt; inactive = no such curve, though single readings can be large; an effect the other way counts as inactive or inconclusive. The list is partial, so the mix of outcomes need not match the whole.
SMILES,USP1 inh,TrxR1 inh,TrxR1 substrate,Pin1 inhibitor,IDH1 R132H inh,GLS inhibitor,PI4K2A block,PGK inhibitor,HP1b binding inh
CCNc1nnc(SCC(=O)c2c(N)n(C3CC3)c(=O)[nH]c2=O)s1,-6%,-3%,-4%,9%,-4%,12%,-1,2%,33%
CC(C)(C)NC(=O)C(c1ccncc1)N(Cc1cccs1)C(=O)Cn1nnc(-c2ccc(F)cc2)n1 (configuration not stated),-26%,-11%,-1%,9%,-2%,9%,1,10%,43%
COc1ccc(N2CCN(C(=O)c3cccc(S(=O)(=O)N4CCOCC4)c3)CC2)cc1,-11%,1%,10%,-1%,6%,15%,-2,-7%,29%
Cc1nn(-c2ccc(F)cc2)c(Cl)c1C(=O)OC(C)C(=O)N(C)C1CCCCC1 (configuration not stated),-8%,17%,2%,4%,0%,-6%,2,-8%,16%
Cc1c(N(C(=O)c2ccccn2)C2(C(=O)NC3CCCC3)CCCCC2)c(=O)n(-c2ccccc2)n1C,-5%,13%[57.1 µM],-4%,0%,4%,1%,0,-6%,30%
Cc1cc(NC(=O)C2CCCN(S(=O)(=O)c3cccc4nsnc34)C2)ccc1Br (configuration not stated),-30%,7%,-4%,?,-5%,-6%,-1,-6%,35%
CC1(C)Cc2c(cnn2-c2ccccc2)C(NC(=O)CCCn2cncn2)C1 (configuration not stated),-22%,1%,0%,2%,3%,3%,2,-2%,26%
CN1CCC(OC(=O)COc2ccc(C(C)(C)C)cc2)CC1,-14%,17%,2%,4%,4%,-2%,-1,-2%,19%
CS(=O)(=O)c1[nH]nc(-c2ccccc2)c1C#N,-16%,7%,-2%,-3%,1%,15%,-4,1%,40%[activator]
Cc1cccc(C)c1NC1=C(Cl)C(=O)OC1OC(=O)c1ccccc1 (configuration not stated),-3%,15%[57.1 µM],4%[57.1 µM],6%,-1%,-3%,14,7%,56%[activator]
O=C(O)c1cc(N2C(=O)C3C4C=CC(C4)C3C2=O)ccc1NCc1cccnc1 (configuration not stated),12%,-6%,12%,1%,-4%,6%,-2,-6%,26%
N#CC1=C(N)Oc2n[nH]c(-c3cccs3)c2C1c1cccs1 (configuration not stated),-26%,-31%,3%,?,12%,43%[activator],-7,-3%,14%
CCN(c1ccccc1)S(=O)(=O)c1ccc(C(=O)Nc2ccccn2)cc1,-5%,-12%,0%,3%,5%,-4%,-7,i,34%
CN(Cc1nc(-c2ccccc2)no1)C(=O)c1ccco1,-18%,31%,11%,-2%,12%,6%,1,i,14%
Cc1onc(-c2c(F)cccc2Cl)c1C(=O)NCc1ccc2c(c1)OCO2,-17%,-4%,-7%,-8%,7%,3%,0,i,35%
COc1ccc(C2CC(O)(c3ccccc3)Oc3cc(C)c(Cl)c(C)c32)cc1 (configuration not stated),/,13%,0%,?,/,/,/,/,28%
O=C(NCc1ccccc1OC(F)(F)F)C1CCC(=O)N(Cc2ccccn2)C1 (configuration not stated),-26%,12%,-3%,-7%,5%,?,1,2%,5%
O=C(OCc1nnc(-c2ccc([N+](=O)[O-])cc2)o1)c1ccc(F)c(S(=O)(=O)N2CCOCC2)c1,-8%,0%[57.1 µM],3%[57.1 µM],2%,0%,-1%,-2,-9%,51%
COc1ccc(N2C3=[N+](CC2(C)O)c2ccccc2CC3)cc1 (configuration not stated),-1%,5%,-1%,1%,1%,2%,3,i,18%
Cc1ccc(C(=O)OCC(=O)NCc2ccco2)cc1,-15%,-4%,4%,2%,5%,-2%,4,-5%,27%
COc1ccc([C@@H]2CC=C(C(=O)O)[C@H](c3ccc(C)cc3)N2S(=O)(=O)c2ccccc2C)cc1,-12%,14%,-1%,-14%,2%,25%,-6,-3%,22%
Cc1nnc(SCC(=O)NC2CCCc3ccccc32)n1-c1ccccc1 (configuration not stated),-16%,15%[57.1 µM],4%[57.1 µM],-7%,4%,2%,-11,-2%,25%
CCn1ccnc1CN(C)Cc1cn[nH]c1-c1ccc(OC)c(F)c1,-2%,-10%,-9%,2%,-2%,2%,6,-12%,-29%
COc1ccc(-c2csc(NC(=O)CS(=O)(=O)c3ccccc3)n2)cc1,-22%,9%[57.1 µM],4%[57.1 µM],21%,12%,0%,-2,8%,4%
O=C(Cc1ccc(S(=O)(=O)N2CCOCC2)s1)Oc1ccc(F)cc1,-21%,41%[57.1 µM],3%,?,3%,?,-15,-9%,37%

# Fetched one by one from the entries so far:
SMILES,USP1 inh,TrxR1 inh,TrxR1 substrate,Pin1 inhibitor,IDH1 R132H inh,GLS inhibitor,PI4K2A block,PGK inhibitor,HP1b binding inh
COc1ccc(C2CC(O)(c3ccccc3)Oc3cc(C)c(Cl)c(C)c32)cc1 (configuration not stated),/,13%,0%,?,/,/,/,/,28%
CS(=O)(=O)c1[nH]nc(-c2ccccc2)c1C#N,-16%,7%,-2%,-3%,1%,15%,-4,1%,40%[activator]
CCn1ccnc1CN(C)Cc1cn[nH]c1-c1ccc(OC)c(F)c1,-2%,-10%,-9%,2%,-2%,2%,6,-12%,-29%
O=C(NCc1ccccc1OC(F)(F)F)C1CCC(=O)N(Cc2ccccn2)C1 (configuration not stated),-26%,12%,-3%,-7%,5%,?,1,2%,5%
COc1ccc(N2C3=[N+](CC2(C)O)c2ccccc2CC3)cc1 (configuration not stated),-1%,5%,-1%,1%,1%,2%,3,i,18%

# (next part)
SMILES,USP1 inh,TrxR1 inh,TrxR1 substrate,Pin1 inhibitor,IDH1 R132H inh,GLS inhibitor,PI4K2A block,PGK inhibitor,HP1b binding inh
Cc1cccc(Cn2c(SCc3ccc(C(=O)NCc4ccccc4)cc3)nc3cccnc32)c1,-14%,-10%,-2%,30%[activator],10%,-1%,0,-10%,39%
CC1CN(C(=O)c2cc(S(=O)(=O)N3CCN(c4ccccc4)CC3)ccc2Cl)CC(C)O1 (configuration not stated),-27%,-11%,-10%,0%,3%,8%,1,-6%,19%
COc1ccc(OC)c(CN2CCN(C(=O)c3ccc(C)c(S(=O)(=O)Nc4ccccc4OC)c3)CC2)c1,-20%,16%,3%,-3%,1%,2%,-3,i,6%
O=C(CSc1nnc(CNC(=O)c2ccc(F)cc2)o1)NCc1ccccc1,-17%,5%,-2%,-2%,3%,6%,-4,4%,28%
COc1cccc(NC(=O)COc2c(F)c(F)c(C(F)(F)F)c(F)c2F)c1,-20%,18%,8%[57.1 µM],-7%,3%,-1%,7,-7%,45%
COc1ccc(/C(C)=N/Nc2cccc(C(=O)O)c2)cc1OC,0%,-41%,-6%,?,0%,-1%,-3,-12%,31%
COc1ccc(NC2=C(C(C)=O)C(c3ccc(OC)cc3)C(C(C)=O)C(C)(O)C2)cc1 (configuration not stated),-7%,10%[57.1 µM],-3%,1%,-9%,-9%,4,i,-12%
Cc1cccc(C)c1Nc1nnc(SCC(=O)NCCCN2CCCC2=O)s1,0%,-3%,-8%,2%,0%,4%,0,-4%,10%
C=CCn1c(SCC(=O)c2ccc(Cl)s2)nc2ccccc2c1=O,-20%,-17%,10%[57.1 µM],18%,2%,1%,1,8%,20%
O=c1c2ccccc2nc(/C=C/c2ccc([N+](=O)[O-])cc2)n1CCCO,-11%,-14%,-9%,35%[activator],5%,-3%,-4,-9%,7%
O=C(NC1CCCc2ccccc21)C(Cc1ccccc1)NS(=O)(=O)c1cccs1 (configuration not stated),-19%,-2%,-3%,3%,2%,3%,-4,-2%,34%
Cc1ncc(CO)c(/C=N/Nc2cccc(Cl)n2)c1O,-3%,-24%,-13%,6%,2%,10%,0,5%,37%
Cc1cc(C(=O)Nc2ccc(N3CCOCC3)c3nonc23)ccc1[N+](=O)[O-],-29%,16%,7%,-11%,0%,10%,2,-9%,-10%
Cc1ccc(SCCNC(=O)c2ccccc2C)cc1,2%,-10%[57.1 µM],-6%,1%,5%,3%,-7,-2%,51%[activator]
Cc1cccc(OCCNS(=O)(=O)c2ccc(Cl)cc2)c1,-19%,19%,-1%,3%,1%,4%,1,-6%,76%[activator]
Cc1nc2ccccc2c2oc(C(=O)N3CCCC(C)C3)cc12 (configuration not stated),-21%,29%,2%,2%,-2%,-2%,-1,-10%,30%

# Source: PubChem BioAssay
